FBPA Giardia inh: Giardia lamblia aldolase inhibition; purified Giardia FBPA; Potency, µM (doses to about 59.6 µM), without a hit: top-dose activity, negative = inhibition, most hits filed as inhibitors; hit rate 0.71% among 290,000; note: potency is the fitted concentration of half-maximal effect; % is set by controls: 0 for no effect and ±100 for the full control effect; nearly all actives have a fitted effect of over 55% in size
Target sequence (A8B2U2 whole entry, looked up): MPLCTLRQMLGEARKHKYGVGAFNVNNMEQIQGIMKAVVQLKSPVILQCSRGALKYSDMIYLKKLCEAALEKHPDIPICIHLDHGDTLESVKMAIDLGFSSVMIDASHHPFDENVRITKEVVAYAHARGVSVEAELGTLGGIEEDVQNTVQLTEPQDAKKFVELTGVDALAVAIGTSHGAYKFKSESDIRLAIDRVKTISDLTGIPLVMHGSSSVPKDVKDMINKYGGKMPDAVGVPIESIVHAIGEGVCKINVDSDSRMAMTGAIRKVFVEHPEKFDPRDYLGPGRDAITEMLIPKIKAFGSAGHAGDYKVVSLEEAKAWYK
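Giardia FBPA (40 nM reagent) was preincubated 10 min at RT with compound (up to 57.5 uM final), then substrate plus GAPDH/TPI/NAD/arsenate coupling system with diaphorase/resazurin was added; resorufin fluorescence (525/598 nm) was read after 20 min.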
HCMV inh: blocks human cytomegalovirus replication; HFF cells, HCMV-luciferase reporter, 72 h; hits give low values; AID 1259415; hit rate 4.5% among 410,000; activity change, negative = inhibition, % at 57.5 µM; in the data active = activity change below about -60%; inconclusive = no clear call, values can overlap the other calls; inactive = above about -39%; note: % is set by controls: 0 for no effect and ±100 for the full control effect
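HFF cells seeded 16 h at 37C, treated with compounds, infected with luciferase-reporter HCMV at MOI 1 PFU/cell; luciferase read at 72 h post infection, normalized to buffer-only and Salinomycin controls.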
CHX counter: counter-screen hit for Shiga toxin inhibitors, cycloheximide; max response, %; AID 2314; cell reporter, cycloheximide protein synthesis inhibition counterscreen; hit rate 12% among 300,000; in the data active = max response mostly above about 13%, no sharp cut-off; inactive = mostly below about 14%; note: read at 38.3 µM for the half of the compounds with a filed dose; 0% is about no effect
AmpC inh detg: blocks E. coli AmpC beta-lactamase in detergent assay. P00811. AmpC hydrolysis of nitrocefin, absorbance 480 nm, 0.01% Triton. Potency, µM (highest dose often 114 µM), for inactives: at the top dose activity change, negative = inhibition, usual class: inhibitors. hit rate 0.041% among 370,000. AID 485294;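 note: potency is the fitted concentration of half-maximal effect; 0% = no-compound wells and -100% = no-enzyme wells; nearly all actives have a fitted effect of over 25% in size; some results filed as inactive show a strong effect at the top dose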
Target sequence (P00811 whole entry, looked up): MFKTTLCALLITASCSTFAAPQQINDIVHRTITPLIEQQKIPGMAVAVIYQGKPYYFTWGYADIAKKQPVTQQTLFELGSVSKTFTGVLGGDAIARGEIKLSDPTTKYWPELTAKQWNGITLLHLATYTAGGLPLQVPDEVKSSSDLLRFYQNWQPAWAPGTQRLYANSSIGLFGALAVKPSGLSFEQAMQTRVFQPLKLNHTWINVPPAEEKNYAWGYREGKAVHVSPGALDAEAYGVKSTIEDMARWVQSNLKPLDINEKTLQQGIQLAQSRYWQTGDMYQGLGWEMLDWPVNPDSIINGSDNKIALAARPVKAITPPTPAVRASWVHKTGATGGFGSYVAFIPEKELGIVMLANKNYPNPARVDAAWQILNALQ
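20 mM phosphate pH 7.0 + 0.01% (detergent screen) or 0.0001% Triton X-100; 5.3 nM AmpC reagent; cpd preinc 15 min RT; nitrocefin (800 uM stock) to start; A480 q20 s × 4 min; Activity was normalised to no-enzyme and no-compound control wells.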
Shiga inhibitor: blocks Shiga toxin action in Vero cells. inhibition, % at 38.7 µM. Vero cells, Shiga toxin protein synthesis inhibition reporter. AID 2315. hit rate 9.2% among 290,000; in the data active = inhibition mostly above about 28%, no sharp cut-off; inactive = mostly below about 43%; note: 0% is about no effect
AmpC inh no detg: inhibitors of E. coli AmpC beta-lactamase without detergent | P00811 | AmpC nitrocefin hydrolysis, absorbance 480 nm, 0.0001% Triton | Potency, µM (top dose mostly 57.1 µM), without a hit: at the top dose activity change, negative = inhibition, usual class: inhibitors | hit rate 0.52% among 330,000;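 note: potency is the fitted concentration of half-maximal effect; plate controls were no compound for no effect and no enzyme for full effect; nearly all actives have a fitted effect of over 20% in size; some results filed as inactive show a strong effect at the top dose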
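20 mM phosphate pH 7.0 + 0.01% (detergent screen) or 0.0001% Triton X-100; 5.3 nM AmpC reagent; cpd preinc 15 min RT; nitrocefin (800 uM stock) to start; A480 q20 s × 4 min; Activity was normalised to no-enzyme and no-compound control wells.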
AMA1 RON2 block: inhibitors of Plasmodium falciparum AMA1-RON2 interaction; AlphaScreen AMA1-biotinylated RON2 peptide binding; Potency, µM (series often up to 58.2 µM), without a hit: at the highest dose activity change, negative = inhibition, most hits filed as inhibitors; hit rate 0.2% among 360,000; AID 720542;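 note: potency is the fitted concentration of half-maximal effect; 0% = vehicle wells and -100% = peptide control; nearly all actives have a fitted effect of over 45% in size; some results filed as inactive show a strong effect at the top dose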
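AMA1 (3D7) with his tag at 25 nM final met compounds first, then biotinylated RON2 peptide at 25 nM; detection used donor plus acceptor beads, 10 µg/mL apiece, read by AlphaScreen after 30 min at room temperature.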
Starred values were filed as active, the others as inactive; [ ] = another dose, or the depositor's remark. Unless noted, calls come from the whole dose curve; as a rule, active = well fitted curve in the direction sought with a large enough effect; inconclusive = small, poorly fitted or top-dose-only effect, or another doubt; inactive = no such curve, though single readings can be large; an effect the other way counts as inactive or inconclusive.

Screening CCCC(=O)NC(Oc1ccc(Cl)cc1Cl)C(Cl)(Cl)Cl (stereo not drawn) returned FBPA Giardia inh 0.1%, HCMV inh 31.1, CHX counter -1.8, AmpC inh detg -3.3%, Shiga inhibitor -5.2, AmpC inh no detg -25.1% and AMA1 RON2 block -2.3%.
For COc1ccccc1N=CC=C1OC(C)(C)C(C)(C)O1 the results were FBPA Giardia inh -10.3%, HCMV inh 20.9, CHX counter 10.2*, AmpC inh detg -1.5%, Shiga inhibitor 49.5, AmpC inh no detg 193.0%[activator] and AMA1 RON2 block -10.3%.
C=CCn1c(SCC(=O)Nc2ccccc2C)nnc1-c1ccncc1 was read as FBPA Giardia inh 3.5%, HCMV inh -26.2, CHX counter 1.4, AmpC inh detg 1.8%, Shiga inhibitor -2.6, AmpC inh no detg -17.9% and AMA1 RON2 block 9.3%.
For CC(CCc1ccccc1)NC(=O)C(=O)NCCc1ccccc1 (stereo not drawn) the results were FBPA Giardia inh 29.3%, HCMV inh -23.1, CHX counter 10.6, AmpC inh detg 5.7%, Shiga inhibitor 24.0, AmpC inh no detg -26.4% and AMA1 RON2 block 12.9%[11.6 µM].
Cc1ccc(N2CC(C(=O)Nc3nnc(SCC(N)=O)s3)CC2=O)cc1 (stereo not drawn) was read as FBPA Giardia inh -5.6%, HCMV inh 24.9, CHX counter 0.8, AmpC inh detg 6.6%, Shiga inhibitor -10.3, AmpC inh no detg -21.0% and AMA1 RON2 block -1.9%.
`CCN1CCN(c2ncc(C(=O)Nc3cc(Cl)c(OC)cc3OC)c3ccccc23)CC1` gave FBPA Giardia inh 2.6%, HCMV inh -11.6, CHX counter -3.5, AmpC inh detg inconclusive, Shiga inhibitor -9.7, AmpC inh no detg 0.2% and AMA1 RON2 block -7.0%.
Cc1cc(N2C(=O)CC(N3CCC(n4c(=O)[nH]c5ccccc54)CC3)C2=O)no1 (stereo not drawn) was read as FBPA Giardia inh -11.2%, HCMV inh 4.0, CHX counter 2.3, AmpC inh detg -4.5%, Shiga inhibitor 10.3, AmpC inh no detg -20.3% and AMA1 RON2 block 11.3%.
Screening COC(=O)Nc1nnc(COc2cccc(C)c2)s1 returned FBPA Giardia inh 3.8%, HCMV inh -28.7, CHX counter 22.1, AmpC inh detg 0.4%, Shiga inhibitor 28.0, AmpC inh no detg -11.3% and AMA1 RON2 block -0.6%.
CCc1ccc(NC(=O)CCS(=O)(=O)c2ccc(Cl)cc2)cc1 was read as FBPA Giardia inh -4.2%, HCMV inh -0.7, CHX counter 5.6, AmpC inh detg 2.4%, Shiga inhibitor 25.4, AmpC inh no detg -10.3% and AMA1 RON2 block 6.4%.
Screening COc1cccc(C(=O)Nc2cc(NC(=O)c3cccs3)ccc2C)c1 returned FBPA Giardia inh -11.7%, HCMV inh -74.6*, CHX counter 7.5, AmpC inh detg inconclusive, Shiga inhibitor 28.4, AmpC inh no detg -37.2% and AMA1 RON2 block -1.5%.
For COc1ccc2[nH]c(C)c(CCNCc3cc(OC)c(OC)c(OC)c3)c2c1 the results were FBPA Giardia inh inconclusive, HCMV inh 4.7, CHX counter 6.8, AmpC inh detg 3.4%, Shiga inhibitor -6.7, AmpC inh no detg 14.0% and AMA1 RON2 block -3.4%.
Screening CC(c1ccccc1)n1c(CO)nc2ccccc21 (stereo not drawn) returned FBPA Giardia inh 3.9%, HCMV inh -6.2, CHX counter -2.4, AmpC inh detg inconclusive, Shiga inhibitor -8.4, AmpC inh no detg -0.8% and AMA1 RON2 block 8.0%.
Screening CC1=NOC(=O)/C1=C\c1ccc(-c2cc(Cl)ccc2Cl)o1 returned FBPA Giardia inh -20.5%, HCMV inh -103.5*, CHX counter 2.7, AmpC inh detg -2.8%, Shiga inhibitor -1.2, AmpC inh no detg -30.9% and AMA1 RON2 block -11.8%.
Cc1cc(NC(=O)c2cccnc2)ccc1NC(=O)c1cc2ccccc2o1 was read as FBPA Giardia inh -2.0%, HCMV inh -33.3, CHX counter 2.3, AmpC inh detg -6.6%, Shiga inhibitor -3.9, AmpC inh no detg 22.5% and AMA1 RON2 block -4.0%.
Cc1ccccc1-n1c(O)c(/C=N/N2CCCCC2c2cccnc2)c(=O)[nH]c1=O (stereo not drawn) was read as FBPA Giardia inh -2.0%, HCMV inh inconclusive, CHX counter -1.6, AmpC inh detg 0.6%, Shiga inhibitor -18.4, AmpC inh no detg -16.3% and AMA1 RON2 block 11.2%.
Screening COC(=O)CSc1nc2c(c(-c3ccco3)c1C#N)CCCC2 returned FBPA Giardia inh -29.4%, CHX counter 9.2, AmpC inh detg inconclusive, Shiga inhibitor 1.5, AmpC inh no detg -43.8% and AMA1 RON2 block -16.8%.
For O=C(C1CC12CCCC2)N1CCC(CO)(Cc2ccccc2Cl)CC1 (stereo not drawn) the results were FBPA Giardia inh 10.6%, HCMV inh 44.0, CHX counter 0.7, AmpC inh detg -0.3%, Shiga inhibitor 23.8, AmpC inh no detg 137.3%[activator] and AMA1 RON2 block -21.1%.
For COc1cccc(C(C(=O)NC2CCCCC2)N(C(=O)c2ccco2)c2ccccc2OC)c1 (stereo not drawn) the results were HCMV inh -10.5, CHX counter -4.0, AmpC inh detg 2.4%, Shiga inhibitor -2.8, AmpC inh no detg 56.6% and AMA1 RON2 block 8.0%.
Screening COc1ccc(C(=O)NCCSCc2ccccc2C)cc1 returned FBPA Giardia inh -0.4%, HCMV inh -24.6, CHX counter 7.5, AmpC inh detg -0.1%, Shiga inhibitor -9.6, AmpC inh no detg -16.5% and AMA1 RON2 block 4.7%.
For CCn1cc(/C=C(\NC(=O)c2ccc(OC)c(OC)c2)C(=O)N2CCOCC2)c2ccccc21 the results were FBPA Giardia inh -10.6%, HCMV inh -22.9, CHX counter -3.2, AmpC inh detg 2.0%, Shiga inhibitor -9.5, AmpC inh no detg 183.7%[activator] and AMA1 RON2 block -7.3%.
CCn1c(COc2cc(C)cc(C)c2)nnc1SCC(=O)N1CCN(c2ccccc2)CC1 was read as FBPA Giardia inh 6.4%, HCMV inh inconclusive, CHX counter -1.8, AmpC inh detg inconclusive, Shiga inhibitor -15.1, AmpC inh no detg 14.9% and AMA1 RON2 block 5.4%.
Screening Cn1c(CCN2CCN(c3ccccn3)CC2)nc2cc(NS(=O)(=O)c3ccc(Cl)cc3)ccc21 returned FBPA Giardia inh 0.3%, HCMV inh 0.0, CHX counter 5.2, AmpC inh detg -2.7%, Shiga inhibitor -7.8, AmpC inh no detg 121.4%[activator] and AMA1 RON2 block -18.2%.
`Cc1ccc(CN2CCCN(Cc3ccc(Cl)cc3)S2(=O)=O)cc1` gave FBPA Giardia inh 1.1%, HCMV inh 18.0, CHX counter -0.3, AmpC inh detg -0.2%, Shiga inhibitor -5.0, AmpC inh no detg -25.8% and AMA1 RON2 block 38.1%[activator].
For C=CCN(CC=C)C(=O)C[n+]1ccc(C(N)=O)cc1 the results were FBPA Giardia inh -8.5%, HCMV inh -13.6, CHX counter 0.8, AmpC inh detg 0.6%, Shiga inhibitor -0.7, AmpC inh no detg -0.9% and AMA1 RON2 block -3.0%.
Screening CC1=C(C)C(OCCBr)N(c2cc(O)c(Cl)cc2F)C1=O (stereo not drawn) returned FBPA Giardia inh 3.2%, HCMV inh 0.0, CHX counter 4.9, AmpC inh detg 3.1%, Shiga inhibitor 43.1*, AmpC inh no detg -18.0% and AMA1 RON2 block -4.8%.
O=S(=O)(c1cccs1)N1CCN(c2ccccc2)CC1 was read as FBPA Giardia inh 1.0%, HCMV inh -17.3, CHX counter 0.5, AmpC inh detg inconclusive, Shiga inhibitor -3.6, AmpC inh no detg -17.7% and AMA1 RON2 block -12.6%.
For O=C(NCC(c1ccco1)N1CCN(c2ccccc2)CC1)c1cccs1 (stereo not drawn) the results were HCMV inh 9.4, AmpC inh detg inconclusive, AmpC inh no detg inconclusive and AMA1 RON2 block -26.4%.
`CCCCN(C(=S)SC)C1CCS(=O)(=O)C1` (stereo not drawn) gave FBPA Giardia inh 8.0%, HCMV inh 15.9, CHX counter 1.3, AmpC inh detg 0.1%, Shiga inhibitor -14.7, AmpC inh no detg -5.5% and AMA1 RON2 block 2.2%.
O=C(CCCn1c(=O)c2sccc2n(Cc2ccc(F)cc2)c1=O)NCc1ccco1 was read as FBPA Giardia inh 1.7%, HCMV inh -32.0, CHX counter -0.5, AmpC inh detg 2.7%, Shiga inhibitor -5.2, AmpC inh no detg -3.8% and AMA1 RON2 block 20.7%.
For Cc1ccc(S(=O)(=O)N(C)C)cc1NC(=O)COC(=O)CSc1ccccc1 the results were HCMV inh -31.0, AmpC inh detg 0.0%, AmpC inh no detg -20.0% and AMA1 RON2 block 16.8%.

2 compounds drawn at random from the list so far, as already listed:
For O=C(NCC(c1ccco1)N1CCN(c2ccccc2)CC1)c1cccs1 (stereo not drawn) the results were HCMV inh 9.4, AmpC inh detg inconclusive, AmpC inh no detg inconclusive and AMA1 RON2 block -26.4%.
Screening Cn1c(CCN2CCN(c3ccccn3)CC2)nc2cc(NS(=O)(=O)c3ccc(Cl)cc3)ccc21 returned FBPA Giardia inh 0.3%, HCMV inh 0.0, CHX counter 5.2, AmpC inh detg -2.7%, Shiga inhibitor -7.8, AmpC inh no detg 121.4%[activator] and AMA1 RON2 block -18.2%.

Next section:
Screening CCC(=O)NC(=S)NNC(=O)c1ccccc1[N+](=O)[O-] returned FBPA Giardia inh -13.9%, HCMV inh 4.4, CHX counter 4.0, AmpC inh detg 5.8%, Shiga inhibitor -5.3, AmpC inh no detg -18.5% and AMA1 RON2 block -3.8%.
`COc1ccc(C2CC(c3ccccc3)=NN2C(=S)Nc2ccccc2)cc1` (stereo not drawn) gave FBPA Giardia inh -6.0%, HCMV inh -21.7, CHX counter 10.5, AmpC inh detg -1.5%, Shiga inhibitor -9.4, AmpC inh no detg -35.8% and AMA1 RON2 block -26.3%.
Screening CCN(C[C@H]1N[C@@](C)(C(=O)OC)[C@H]2C(=O)N(C)C(=O)[C@@H]12)C(=O)C1CCCCC1 returned HCMV inh 1.3, AmpC inh no detg 3.0% and AMA1 RON2 block 9.4%.
For O=C(NCc1ccc2c(c1)OCO2)c1ccc(CN2CCc3ccccc3C2)cc1 the results were FBPA Giardia inh -7.3%, HCMV inh -10.2, CHX counter 17.8, AmpC inh detg -0.1%, Shiga inhibitor 25.7, AmpC inh no detg -3.8% and AMA1 RON2 block -3.9%.
Screening O=C(NCc1ccccc1)C(c1ccncc1)N(C(=O)c1ccccn1)c1ccccc1 (stereo not drawn) returned FBPA Giardia inh -3.4%, HCMV inh 51.8, CHX counter 24.9*, AmpC inh detg 2.1%, Shiga inhibitor 60.0*, AmpC inh no detg 9.6% and AMA1 RON2 block 32.4%[activator].
Screening Cc1occc1C(=O)NNC(=O)c1ccc(F)cc1 returned FBPA Giardia inh 6.9%, HCMV inh 0.8, CHX counter 8.9, AmpC inh detg -7.0%, Shiga inhibitor 4.8, AmpC inh no detg -7.9% and AMA1 RON2 block 4.8%.

Screening results from PubChem BioAssay.
